Compound activity deposited in PubChem BioAssay by several laboratories.
Fh CTSL1 inh = blocks F. hepatica cathepsin L1 in PFM18AAP counter-screen. recombinant F. hepatica cathepsin L1, Z-Leu-Arg-MCA fluorescence. inhibition, % at 5.96 µM. actives 0.49% (n = 300,000). AID 1906;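 active = inhibition above the mean of all tested compounds plus 3 SD, set per screening campaign, cut at about 17% in these data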;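 note: 0% = plate median of test compound wells and 100% = 1 µM Z-Phe-Ala-diazomethylketone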
HCV core dimer = HCV core protein dimerization inhibition | TR-FRET GST/Flag-core106 dimerization, 1536-well | inhibition, % at 5 µM | actives 0.33% (n = 300,000);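 active = inhibition above the mean of all tested compounds plus 3 SD, set per screening campaign, cut at about 45% in these data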
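Assay system: tagged HCV core106 pair (GST and Flag); medium: KF-containing HEPES buffer, pH 7.45, DTT, CHAPS, BSA; also added: Eu donor and XL665 acceptor anti-tag antibodies; dosing: 5 µM single dose; timing: compound-protein-antibody incubation 4 h at 22.5 °C; signal: TR-FRET 671 and 617 nm emission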
ZTA counter = counter-screen for EBNA-1 inhibitors: inhibitors of Epstein-Barr virus ZTA; P03206; ZTA-DNA binding, fluorescence polarization; inhibition, % at 11 µM; actives 0.15% (n = 320,000); AID 2234; in the data active = inhibition above about 33%
PREPL inhibitor = inhibitors of human prolyl oligopeptidase-like enzyme PREPL; AID 2751; actives 0.68% (n = 320,000); recombinant PREPL, fluorescence polarization activity-based probe; inhibition, % at 5.96 µM; in the data active = inhibition above about 43%;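 note: 0% = enzyme with DMSO and 100% = wells lacking enzyme; many of its hits are not listed in these tables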
PP5 primary = PP5 (human) phosphatase inhibition; purified PP5c, OMFP substrate fluorescence; P53041; inhibition, % at 6.7 µM; actives 0.18% (n = 320,000);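 active = inhibition above the campaign's mean inhibition across all tested compounds plus 3 SD, cut at about 9.5% in these data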;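 note: 0% = DMSO only and 100% = 100 µM cantharidin control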
Target sequence (P53041 whole entry, looked up): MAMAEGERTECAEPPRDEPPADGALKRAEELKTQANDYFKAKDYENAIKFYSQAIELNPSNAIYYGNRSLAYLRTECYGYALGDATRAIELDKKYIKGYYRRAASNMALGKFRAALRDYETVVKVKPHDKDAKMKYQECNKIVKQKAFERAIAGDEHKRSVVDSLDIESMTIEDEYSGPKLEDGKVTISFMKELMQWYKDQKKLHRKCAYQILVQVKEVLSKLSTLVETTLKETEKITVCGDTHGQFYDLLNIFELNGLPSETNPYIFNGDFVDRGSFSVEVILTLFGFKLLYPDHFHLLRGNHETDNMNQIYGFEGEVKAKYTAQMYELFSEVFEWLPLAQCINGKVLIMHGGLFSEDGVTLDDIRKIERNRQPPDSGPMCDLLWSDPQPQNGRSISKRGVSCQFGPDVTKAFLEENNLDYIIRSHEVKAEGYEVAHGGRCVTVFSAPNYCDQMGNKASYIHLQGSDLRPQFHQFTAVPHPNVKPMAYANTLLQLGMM
PP1 inh = PP1-alpha (human) inhibition in PP5 counter-screen. inhibition, % at 6.7 µM. P62136. purified PP1alpha, OMFP fluorescence. actives 0.9% (n = 320,000);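 active = inhibition above the mean inhibition of all tested compounds plus 3 SD, computed separately for each screening campaign, cut at about 15% in these data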
Target sequence (P62136 whole entry, looked up): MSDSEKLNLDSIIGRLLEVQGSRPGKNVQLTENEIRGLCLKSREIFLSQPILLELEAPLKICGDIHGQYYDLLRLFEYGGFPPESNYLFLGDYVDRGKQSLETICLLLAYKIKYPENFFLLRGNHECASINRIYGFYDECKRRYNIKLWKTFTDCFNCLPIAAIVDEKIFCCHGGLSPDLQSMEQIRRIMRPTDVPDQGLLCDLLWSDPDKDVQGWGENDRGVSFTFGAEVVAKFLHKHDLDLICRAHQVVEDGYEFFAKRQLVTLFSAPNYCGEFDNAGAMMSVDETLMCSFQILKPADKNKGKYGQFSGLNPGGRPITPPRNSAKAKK
TPT1 inhibitor = inhibitors of Candida albicans tRNA 2'-phosphotransferase TPT1 | AID 1962 | inhibition, % at 5 µM | actives 0.81% (n = 300,000) | recombinant caTPT1, FP RNA substrate dephosphorylation;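 active = inhibition above the mean of all tested compounds plus 3 SD, set per screening campaign, cut at about 24% in these data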;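 note: plate controls were DMSO alone for no effect and ferristatin control at 100 nM for full effect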
EBNA-1 inh = blocks EBNA-1 binding to DNA. actives 0.34% (n = 300,000). inhibition, % at 14.8 µM. EBNA-1 DNA binding, fluorescence polarization; in the data active = inhibition above about 28%
Efflux pump mplx = antifungal efflux pump inhibition, Nile Red retention; AID 485275; inhibition, % at 10 µM; actives 0.44% (n = 330,000); S. cerevisiae Candida pump triplex;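 active = plate passing quality check with inhibition over a set limit, or well fluorescence over plate mean plus 4 SD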;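 note: Nile Red retained in pooled yeast measured as flow cytometry median fluorescence; 0% = buffer negative control and 100% = Enniatin B positive control; higher means more Nile Red kept so more efflux inhibition; some compounds called inactive have numbers as strong as hits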
An asterisk follows results filed as active; x = no result given. The list is partial (hit frequency here may not be typical).

1	COc1ccc(OC)c(N=CC2=C(O)CC(C)(C)CC2=O)c1
2	CC(=O)N(CCc1ccccc1)Cc1cc2ccc(C)c(C)c2[nH]c1=O
3	c1ccc(-c2cn(C[C@H]3CC[C@@H]([C@@H]4CC[C@H](Cn5cc(-c6ccccc6)nn5)O4)O3)nn2)cc1
4	O=C(Cc1ccc([N+](=O)[O-])cc1)NCc1ccncc1
5	COc1ccc(C2C(=O)c3ccccc3C2=O)cc1OC
6	COc1ccc(-c2csc(/C=C/c3ccc4c(c3)OCO4)n2)cc1OC
7	CN(C(=O)CCS(=O)(=O)c1cc2c(cc1Cl)NC(=O)CO2)C1CCCCC1
8	COc1cc(SC)ccc1C(=O)Nc1cccc(S(=O)(=O)NC2=NCCCCC2)c1
compound no.,1,2,3,4,5,6,7,8
PP5 primary,1.2,4.6,0.1,2.1,-0.3,1.4,1.3,1.4
PREPL inhibitor,12,-22,-14,13,0,6,-5,5
EBNA-1 inh,-9,-12,1,1,7,13,-1,6
ZTA counter,-1,-20,-18,-9,12,14,10,4
Fh CTSL1 inh,1,-1,-5,0,0,0,-4,0
Efflux pump mplx,0.1,0.7,0.6,0.2,-0.2,1.6,0.1,-0.1
PP1 inh,0,-2,2,-3,-2,0,-1,-4
HCV core dimer,1,5,-6,-2,-53,0,-13,8
TPT1 inhibitor,-3,2,-3,-6,0,-2,-2,-2

Entries 1 to 5, reprinted for reference:
1	COc1ccc(OC)c(N=CC2=C(O)CC(C)(C)CC2=O)c1
2	CC(=O)N(CCc1ccccc1)Cc1cc2ccc(C)c(C)c2[nH]c1=O
3	c1ccc(-c2cn(C[C@H]3CC[C@@H]([C@@H]4CC[C@H](Cn5cc(-c6ccccc6)nn5)O4)O3)nn2)cc1
4	O=C(Cc1ccc([N+](=O)[O-])cc1)NCc1ccncc1
5	COc1ccc(C2C(=O)c3ccccc3C2=O)cc1OC
compound no.,1,2,3,4,5
PP5 primary,1.2,4.6,0.1,2.1,-0.3
PREPL inhibitor,12,-22,-14,13,0
EBNA-1 inh,-9,-12,1,1,7
ZTA counter,-1,-20,-18,-9,12
Fh CTSL1 inh,1,-1,-5,0,0
Efflux pump mplx,0.1,0.7,0.6,0.2,-0.2
PP1 inh,0,-2,2,-3,-2
HCV core dimer,1,5,-6,-2,-53
TPT1 inhibitor,-3,2,-3,-6,0

Additional results follow:
9	COc1ccc(NC(=O)C(=O)NCCO)cc1Cl
10	COc1ccc(CCC2CCNCC2)cc1
11	CC(CNC(=O)CCn1ccc2cc(S(=O)(=O)N3CCCC3)ccc21)c1ccccc1 (stereo not given)
12	CCCCC(=O)Nc1nc(-c2ccc(S(=O)(=O)N3CCOCC3)cc2)cs1
13	O=C(O)CCN1C(=O)NC2(CCCC2)C1=O
14	CC(=O)N(C)Cc1ccc(C(=O)CCl)cc1
15	O=[N+]([O-])c1ccccc1S(=O)(=O)N1CCCc2ccccc21
16	O=C(c1ccc(S(=O)(=O)c2ccccc2Cl)c([N+](=O)[O-])c1)N1CCN(Cc2ccccc2)CC1
compound no.,9,10,11,12,13,14,15,16
PP5 primary,-2.0,2.0,-2.3,2.2,-3.7,1.7,-2.0,-0.8
PREPL inhibitor,1,11,5,1,10,2,0,11
EBNA-1 inh,-8,-13,3,4,-7,5,-12,12
ZTA counter,9,-13,12,6,8,-2,-3,8
Fh CTSL1 inh,0,-8,-3,0,-1,12,3,-1
Efflux pump mplx,0.1,0.8,0.0,0.0,0.2,0.0,0.2,-0.2
PP1 inh,-3,6,-2,-1,4,6,-2,3
HCV core dimer,-1,-2,2,9,9,2,0,10
TPT1 inhibitor,2,0,0,-1,-1,1,-1,-1

17	O=C1CC(c2ccc3ccccc3c2)NN1 (stereo not given)
18	CCOC(=O)C(C)N1C(=O)S/C(=C/c2ccc3c(c2)n(C)c(=O)n3C)C1=O (stereo not given)
19	Cc1c(C(=O)NN2CCOCC2)oc2ccccc12
20	COc1cc(OC)c(C(=O)NCc2ccco2)cc1OC
21	CCCN1C(=O)C2(C(C(=O)c3ccc(C)o3)=C(O)C(=O)N2CCCOC)c2ccccc21 (stereo not given)
22	COC(=O)C1Cc2c([nH]c3ccccc23)C2(CCN(Cc3ccccc3)CC2)N1 (stereo not given)
23	CN(C)N=Nc1nc2c([nH]1)c(=O)n(C)c(=O)n2C
24	O=C(Nc1ccc(S(=O)(=O)Nc2ncccn2)cc1)C1COc2ccccc2O1 (stereo not given)
compound no.,17,18,19,20,21,22,23,24
PP5 primary,1.2,2.4,1.7,2.1,2.1,-1.4,1.1,1.1
PREPL inhibitor,-3,9,0,-6,5,18,5,2
EBNA-1 inh,x,-8,-2,-5,-6,7,5,0
ZTA counter,-11,-1,-3,1,-2,-8,-4,18
Fh CTSL1 inh,x,1,1,-1,6,6,7,2
Efflux pump mplx,-0.2,0.0,0.0,0.0,0.4,-0.2,0.0,0.0
PP1 inh,4,-4,-2,-4,-5,1,-6,-3
HCV core dimer,x,-8,2,-2,0,-1,1,1
TPT1 inhibitor,x,2,5,-1,-1,-3,0,0

25	CCN1C(=O)N(S(=O)(=O)c2ccc(C)cc2)[C@@H](c2ccccc2)C(C(=O)OC)=C1C
26	CCOC(=O)CSC1=N/C(=C\c2cccnc2)C(=O)N1c1ccc(OC)cc1
27	Cc1cc(C(=O)N2CCc3ccccc32)c2ccccc2n1
28	CCCOP(=O)(c1ccc(N(C)C)cc1)C(O)c1ccncc1 (stereo not given)
29	O=C(CCCSc1nc2ccccc2[nH]1)N1CCN(c2ccc([N+](=O)[O-])cc2)CC1
30	Cc1cccc(N2C(=O)CC(N3CCN(c4ccc(Cl)cc4)CC3)C2=O)c1 (stereo not given)
31	Cc1ccn2c(c1)nc(=S)n2C(=O)c1ccccc1
32	Cn1ccc(O)c(C#N)c1=O
compound no.,25,26,27,28,29,30,31,32
PP5 primary,1.5,-0.1,9.8*,-3.2,3.6,1.7,1.3,1.6
PREPL inhibitor,15,18,-3,3,-28,19,-9,12
EBNA-1 inh,4,-7,1,-4,-8,0,5,6
ZTA counter,-18,6,-8,0,-11,17,6,-15
Fh CTSL1 inh,-2,8,0,-2,-1,-1,-3,-2
Efflux pump mplx,-0.1,0.1,0.1,0.2,0.2,-0.2,0.0,-0.2
PP1 inh,4,-1,0,-4,1,-9,-3,-5
HCV core dimer,-3,-4,2,2,4,4,-1,-2
TPT1 inhibitor,-4,-1,2,-2,-3,0,2,-3

33	Cc1ccc(C(=O)NC2CCC(C)CC2)s1 (stereo not given)
34	COc1cc(C(=O)Nc2c(C)cc(C)cc2C)c(Br)c(OC)c1OC
35	COc1ccsc1C(=O)NCCN1CCOCC1
36	CCOCc1nc(N)[nH]c(=O)c1Cc1ccc(OC(C)C)cc1
37	COc1cc(/C=N\NC(=O)CC(=O)NCCc2ccccc2)ccc1O
38	CC(=O)NS(=O)(=O)c1ccc(NC(=O)COc2ccc(C(=O)c3ccccc3)cc2)cc1
39	O=c1c2ccccc2nc(/C=C/c2cccc([N+](=O)[O-])c2)n1CCCO
40	CCCC[C@H](CN[C@@H](CNC)[C@H](C)CC)NCCC12CCC(CC1)C2
compound no.,33,34,35,36,37,38,39,40
PP5 primary,0.4,2.0,0.5,1.4,1.9,-5.7,0.6,-0.7
PREPL inhibitor,-1,9,2,0,14,-9,10,28
EBNA-1 inh,-14,-9,-3,7,-4,-4,1,-2
ZTA counter,-2,-1,1,-6,-20,7,2,-3
Fh CTSL1 inh,-3,-8,0,-5,-7,-6,1,2
Efflux pump mplx,0.2,-0.1,-0.5,-0.1,-0.1,0.5,-0.1,-0.1
PP1 inh,-4,-3,-1,-3,-2,-1,1,-3
HCV core dimer,-5,-1,-5,2,-6,0,-1,-15
TPT1 inhibitor,-3,3,-3,0,-3,1,-3,-1

41	O=C(N/N=C/c1ccc(Cl)cc1)Nc1ccccc1
42	Cc1cccc(N2CCN(C(=O)Cn3cnc4c3c(=O)n(C)c(=O)n4C)CC2)c1C
43	CC(C)CCN(Cc1ccco1)S(=O)(=O)c1ccc(-c2ccc(=O)[nH]n2)s1
44	COc1ccc(-c2cc(C(F)(F)F)n3nc(C(=O)NCCCn4ccnc4)cc3n2)cc1
45	Cc1ccc(C(C)c2c(C)c([N+](=O)[O-])cc(C)c2[N+](=O)[O-])cn1 (stereo not given)
46	CC(=O)N/C(=N/c1nc(C)cc(C)n1)Nc1ccc(NC(C)=O)cc1
47	CCC(O)CNC(=O)NC(=C(Cl)Cl)c1ccc(C)c(F)c1 (stereo not given)
48	CCS(=O)(=O)N1CCCC(C(=O)NCC2CCCO2)C1 (stereo not given)
compound no.,41,42,43,44,45,46,47,48
PP5 primary,0.5,-0.6,3.9,-0.2,1.2,-1.6,-1.4,3.9
PREPL inhibitor,-8,39,-7,-9,1,2,-5,0
EBNA-1 inh,-4,-4,-8,-16,7,4,8,4
ZTA counter,0,3,4,4,-19,-10,19,-3
Fh CTSL1 inh,3,0,-4,8,-3,1,6,-1
Efflux pump mplx,0.2,-0.1,0.0,0.0,-0.1,0.0,-0.2,0.1
PP1 inh,-2,1,6,-2,0,-4,-3,-2
HCV core dimer,1,1,11,1,-4,-1,-3,-3
TPT1 inhibitor,0,-2,-2,1,0,-4,-1,-5

49	COc1cccc(CN2CCNC(=O)C2CC(=O)NCCn2ccc3ccccc32)c1OC (stereo not given)
50	COc1cc(C(C(=O)NC2CCCC2)N(CCO)C(=O)Cn2nnc(-c3ccc(C)o3)n2)ccc1O (stereo not given)
51	CC(=O)c1c(C)[nH]c(C(=O)CN2C(=O)NC(C)(CCC(C)C)C2=O)c1C (stereo not given)
52	Nc1cc(=O)[nH]c(SCc2nnc(-c3ccccc3)o2)n1
53	CNC(=S)N/N=C/c1ccc(-c2cccc(C(=O)O)c2)o1
54	O=C(CSCc1ccc(Cl)cc1)NCc1ccccn1
compound no.,49,50,51,52,53,54
PP5 primary,2.7,2.3,-0.5,-0.3,-0.1,-1.7
PREPL inhibitor,30,8,12,-1,3,9
EBNA-1 inh,-1,4,-7,3,-9,-7
ZTA counter,6,7,-7,-4,-6,0
Fh CTSL1 inh,1,-4,0,0,3,0
Efflux pump mplx,-0.2,0.1,0.2,0.0,0.1,-0.3
PP1 inh,7,1,-5,4,-5,-4
HCV core dimer,15,9,-3,2,-12,-1
TPT1 inhibitor,4,3,0,-1,2,-1
